# hIAP activ: human IAP activators, primary screen, biochemical, luminescence, uHTS. purified human IAP, CDP-Star luminescence, 30 min; active compounds read high; 1 = vehicle-only enzyme, 0 = enzyme-free background. AID 2524, 2010. 330,000 compounds, 0.16% hits. activation factor at 10 µM. Intestinal-type alkaline phosphatase (Homo sapiens), P09923;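 active means activation factor of the enzyme at least 2-fold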; further: the source names both 10 and 20 µM as test concentration; values of inactives mirror those of a sister screen read the other way
# Target sequence (P09923 whole entry, looked up): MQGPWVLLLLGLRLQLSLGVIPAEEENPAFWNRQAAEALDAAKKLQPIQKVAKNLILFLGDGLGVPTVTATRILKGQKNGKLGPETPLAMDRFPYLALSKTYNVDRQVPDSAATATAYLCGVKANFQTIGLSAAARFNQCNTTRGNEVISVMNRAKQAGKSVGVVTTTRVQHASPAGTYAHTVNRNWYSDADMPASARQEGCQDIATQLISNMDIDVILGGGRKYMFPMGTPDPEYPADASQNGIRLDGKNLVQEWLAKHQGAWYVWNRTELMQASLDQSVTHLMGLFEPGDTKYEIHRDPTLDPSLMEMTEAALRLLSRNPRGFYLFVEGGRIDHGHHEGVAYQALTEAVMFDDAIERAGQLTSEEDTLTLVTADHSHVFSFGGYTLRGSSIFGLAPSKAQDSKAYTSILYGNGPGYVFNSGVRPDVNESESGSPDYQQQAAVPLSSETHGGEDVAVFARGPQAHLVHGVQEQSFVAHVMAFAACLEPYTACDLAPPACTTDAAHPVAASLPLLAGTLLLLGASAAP
# APOBEC3G inh: APOBEC3G DNA deaminase inhibitors, primary screen, biochemical, fluorescence, single-stranded DNA substrate, uHTS; DNA dC->dU-editing enzyme APOBEC-3G (Homo sapiens), Q9HC16; recombinant A3G, ssDNA deamination FAM/TAMRA fluorescence; inhibition, % at 20 µM; 330,000 compounds, 0.28% hits; AID 493012, 2011;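 active means inhibition of at least 40% at 20 µM, with no more than 30% in the related APOBEC3A deaminase screen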;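 further: plate controls were DMSO wells with A3G for no effect and wells lacking A3G enzyme for full effect; some compounds called inactive have numbers as strong as hits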
# beta cell repl: inducers of MIN6 beta-cell proliferation, primary screen, ATP luminescence, uHTS; MIN6 cells proliferation, ATPlite luminescence, 48 h; cells starved in 0.2% serum; 100% = growth in 10% serum; proliferation, % at 10 µM; 330,000 compounds, 0.29% hits;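 active means compounds whose signal lies at least 3.5 SD above the mean of all wells on their plate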;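 further: 0% = DMSO-treated cells in low-serum medium and 100% = 10% serum control; some compounds called inactive have numbers as strong as hits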
# hIAP inh: human IAP inhibitors, primary screen, biochemical, luminescence, uHTS | purified IAP, CDP-Star luminescence, 30 min | inhibition, % at 10 µM | 330,000 compounds, 0.12% hits;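 active means inhibition reaching a set limit with compound at 10 µM in the primary screen, cut at about 35% in these data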;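 further: plate controls were DMSO wells with enzyme for no effect and no-enzyme buffer wells for full effect; values of inactives mirror those of a sister screen read the other way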
# mIAP block: inhibitors of mouse IAP, primary screen, biochemical, luminescence, uHTS; purified mouse IAP, CDP-Star luminescence, 30 min; 330,000 compounds, 0.2% hits; intestinal alkaline phosphatase [Mus musculus]; AID 2806, 2010; inhibition, % at 10 µM;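 active means inhibition of at least 40% at 10 µM in the primary screen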;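 further: plate controls were DMSO with enzyme for no effect and no enzyme wells for full effect; values of inactives mirror those of a sister screen read the other way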
# A3A deaminase: APOBEC3A ssDNA deaminase inhibitors, primary screen, selectivity assay for APOBEC3G inhibitor project, biochemical, FAM/TAMRA oligo cleavage fluorescence | 330,000 compounds, 0.41% hits | inhibition, % at 20 µM | recombinant A3A, FAM/TAMRA ssDNA deamination fluorescence;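 active means at least 40% inhibition at 20 µM here, with at most 30% in a related deaminase screen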;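 further: plate controls were A3A with DMSO for no effect and wells lacking A3A enzyme for full effect; some results filed as inactive read as strong as hits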
# Target sequence (P31941 whole entry, looked up): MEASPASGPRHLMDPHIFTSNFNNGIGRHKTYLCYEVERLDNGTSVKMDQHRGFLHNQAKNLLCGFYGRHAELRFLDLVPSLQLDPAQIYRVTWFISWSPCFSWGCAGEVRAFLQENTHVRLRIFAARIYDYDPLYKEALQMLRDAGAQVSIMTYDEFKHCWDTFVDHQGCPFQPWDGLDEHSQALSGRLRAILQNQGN
# NALP3 yeast inh: NALP3 inflammasome inhibitors in reconstituted yeast, primary screen, luminescence, uHTS. inhibition, % at 10 µM. Yeast reconstituted NLRP3/ASC/caspase-1, beta-gal luminescence, 24 h. 330,000 compounds, 0.39% hits;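 active means inhibition of 50% or more; inactive means inhibition below 50%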;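 further: plate controls were induced DMSO wells for no effect and uninduced yeast grown without galactose for full effect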
# SENP1 FRET inh: human SENP1 catalytic domain inhibitors, primary screen, biochemical, FRET, uHTS; Sentrin-specific protease 1 (Homo sapiens), Q9P0U3; recombinant SENP1 catalytic domain, CyPet-SUMO1-YPet FRET cleavage; inhibition, % at 10 µM; 360,000 compounds, 0.21% hits; AID 624204, 2012;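 active means inhibition at least 30% at 10 µM, raw YFP signal under a set limit, fluorescence ratio 0.5 to 1.5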;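 further: 0% = enzyme with DMSO and 100% = no enzyme wells; some results filed as inactive read as strong as hits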
# Target sequence (Q9P0U3 419-644 limits assumed): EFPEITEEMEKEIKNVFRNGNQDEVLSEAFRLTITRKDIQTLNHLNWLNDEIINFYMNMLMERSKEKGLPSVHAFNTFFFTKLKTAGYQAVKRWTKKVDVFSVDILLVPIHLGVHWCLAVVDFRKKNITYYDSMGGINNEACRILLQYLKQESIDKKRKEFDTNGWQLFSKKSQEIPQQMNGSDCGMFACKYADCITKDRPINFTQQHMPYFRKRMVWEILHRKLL
#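 Assay system – human recombinant His6-tagged SENP1 catalytic domain enzyme · Input – SENP1 enzyme, 20 pM final · Buffer or medium – Tris pH 8 buffer plus EDTA, NaCl, BME, BSA, NP40, catalase · Schedule – 50 min reaction at room temperature · Technique – FRET read of cyan and yellow fluorescence · Control set – no-enzyme wells low, DMSO-plus-enzyme wells high control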
# mIAP activ: activators of mouse IAP, primary screen, biochemical, luminescence, uHTS | intestinal alkaline phosphatase [Mus musculus] | muIAP, CDP-Star luminescence, 30 min; active compounds read high; 1 = vehicle-only enzyme signal, 0 = enzyme-free wells | activation factor at 10 µM | 330,000 compounds, 0.24% hits;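 active means activation factor of at least 2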; further: the source names both 10 and 20 µM as test concentration; values of inactives mirror those of a sister screen read the other way
#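 Assay system: mouse IAP enzyme; Reagent: CDP-Star chemiluminescent phosphatase substrate; Compound: DMSO-dissolved test compounds; Incubation: 30 min, room temperature; Technique: luminescence from enzymatic CDP-Star hydrolysis; Controls: DMSO-only wells and no-enzyme negative control.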
# * = called active by the depositor; i = inactive; · = no result given; & = joins results of further samples. Some of the compounds tested, so the mix of outcomes need not match the whole.
SMILES,hIAP activ,APOBEC3G inh,beta cell repl,hIAP inh,mIAP block,A3A deaminase,NALP3 yeast inh,SENP1 FRET inh,mIAP activ
O=c1c2c3c(sc2ncn1/N=C/c1ccco1)CCCC3,1.1,-3,-3,-9,0,1,27,1,0.99
Cc1c([N+](=O)[O-])c(C(=O)Sc2ccc(Br)cc2)nn1C,1.1,-9,-3,-11,-2,-4,10,3,1
O=C(CCC(=O)Nc1ccccc1Cl)NNC(=O)Nc1cccc([N+](=O)[O-])c1,1.3,-1,3,-30,3,-2,-4,-1,0.97
O=C(O)COc1ccccc1C1C2C(=O)N(c3ccccc3)C(=O)C2ON1c1ccccc1 (configuration not stated),0.93,-4,0,7,7,0,10,2,0.93
C[C@H](N)C(=O)OCc1ccc([N+](=O)[O-])cc1,0.98,-1,1,2,-3,-2,19,1,1
O=C(Cn1cc(C(=O)c2cccs2)c2ccccc21)NC1CCCCC1,0.99,-5,2,1,1,-2,0,0,0.99
COc1ccccc1CNC(=O)COC(=O)CCC(=O)c1cccs1,0.97,-7,1,3,-13,2,-9,5,1.1
CN(C(=O)c1ccc(NC(=O)C2CCCN(C(=O)OC(C)(C)C)C2)cc1)C1CCCCC1 (configuration not stated),1,-3,-4,-4,-16,-1,9,3,1.2
Cc1cc(/C=C2\SC(=S)N(C)C2=O)c(C)n1-c1cccc(O)c1,0.88,-3,-6,12,20,0,31,-31,0.8
CN(C)CCNc1oc(-c2ccccc2F)nc1C#N,1,-13,2,0,1,2,-1,-2,0.99
Cc1ccc(NC(=O)C(=O)c2ccc(C)cc2)cc1,0.95,-11,0,5,5,-2,28,0,0.95
N#CC(=C=[N-])c1nc2ccccc2nc1-[n+]1ccccc1,0.85&1.1,-5&-9,1&-4,15&-6,17&-8,0&-5,17&29,7&14,0.83&1.1
Cc1cc(C)n(C(=O)CCCCCCCCC(=O)n2nc(C)cc2C)n1,1,-1,-1,-3,-1,1,-3,1,1
CCOC(=O)C1=C(c2ccccc2)NC(=O)NC1c1ccc(O)c(Cl)c1 (configuration not stated),1.2,-2,-1,-22,0,1,2,2,1
COc1ccc(S(=O)(=O)N(C)CC(=O)Nc2ccc(F)cc2)cc1,0.89,-7,-3,11,2,-2,27,2,0.98
CC(C)Cn1c2ccccc2c2cc(C(=O)O)ccc21,1,-4,4,-4,-2,7,-123,-3,1
CCOC(=O)c1[nH]c(C)c(C(=O)Nc2ccc(C)c(F)c2)c1C,1.2,-5,-3,-16,-2,1,6,0,1
Cc1ccc(Sc2c([N+](=O)[O-])c(=O)n(C)c3ccccc23)cc1,0.94,-3,-5,6,2,3,25,-3,0.98
COc1ccccc1NC(=O)c1ccc2c(c1)N(CC(=O)NC(C)C)C(=O)C(C)(C)O2,1.1,-9,-1,-12,-11,-3,16,3,1.1
COC(=O)c1ccc(-c2csc(NC(=O)C3=COCCO3)n2)cc1,1.1,-1,0,-14,-3,1,44,1,1
Cc1cccc(-n2c(SCc3cc(=O)n4c(C)cccc4n3)nc3[nH]ncc3c2=O)c1,0.82,0,-2,18,-6,4,11,·,1.1
CC(=O)Nc1cccc(CCc2nc3ccccc3[nH]2)c1,0.9,-6,0,10,-5,-3,18,0,1.1
COc1ccc(C(=O)N/N=C/c2c[nH]c3ccccc23)cc1,0.95,1,-3,5,-11,-2,17,0,1.1
O=C(N/C(=C/c1ccccc1)C(=O)N1CCCCC1)c1ccccc1,0.98,-6,-4,2,-4,-1,12,1,1
CCCCN(C)C(=S)Nc1ccc2nc(N3CCN(CC)CC3)cc(C)c2c1,0.94,-6,-1,6,6,-3,11,-13,0.94
CC1CCCN(C(c2cccs2)c2nnnn2Cc2ccccc2)C1 (configuration not stated),1.1,-6,-4,-14,-2,-6,18,0,1
O=C(CN1CCN(c2ccccn2)CC1)Nc1ccccc1F,1,3,-2,0,-4,6,25,0,1
CN1CCNC(=O)C1CC(=O)O (configuration not stated),0.92,-7,-1,8,4,-5,-2,1,0.96
CCCn1c(CCC(=O)O)nc2cc(S(=O)(=O)N3CCCC3)ccc21,1,-1,1,-3,-8,0,-2,-9,1.1
O=C(CN(Cc1ccc(Cl)cc1)C(=O)c1csnn1)NCc1ccc(F)cc1,0.96,-8,-2,4,0,-3,7,7,1

# Eleven entries from above, sorted by SMILES length, low to high:
SMILES,hIAP activ,APOBEC3G inh,beta cell repl,hIAP inh,mIAP block,A3A deaminase,NALP3 yeast inh,SENP1 FRET inh,mIAP activ
CN1CCNC(=O)C1CC(=O)O (configuration not stated),0.92,-7,-1,8,4,-5,-2,1,0.96
CC(C)Cn1c2ccccc2c2cc(C(=O)O)ccc21,1,-4,4,-4,-2,7,-123,-3,1
O=C(CN1CCN(c2ccccn2)CC1)Nc1ccccc1F,1,3,-2,0,-4,6,25,0,1
CC(=O)Nc1cccc(CCc2nc3ccccc3[nH]2)c1,0.9,-6,0,10,-5,-3,18,0,1.1
CC1CCCN(C(c2cccs2)c2nnnn2Cc2ccccc2)C1 (configuration not stated),1.1,-6,-4,-14,-2,-6,18,0,1
COc1ccc(C(=O)N/N=C/c2c[nH]c3ccccc23)cc1,0.95,1,-3,5,-11,-2,17,0,1.1
O=C(N/C(=C/c1ccccc1)C(=O)N1CCCCC1)c1ccccc1,0.98,-6,-4,2,-4,-1,12,1,1
CCOC(=O)c1[nH]c(C)c(C(=O)Nc2ccc(C)c(F)c2)c1C,1.2,-5,-3,-16,-2,1,6,0,1
CCCCN(C)C(=S)Nc1ccc2nc(N3CCN(CC)CC3)cc(C)c2c1,0.94,-6,-1,6,6,-3,11,-13,0.94
Cc1ccc(Sc2c([N+](=O)[O-])c(=O)n(C)c3ccccc23)cc1,0.94,-3,-5,6,2,3,25,-3,0.98
Cc1cccc(-n2c(SCc3cc(=O)n4c(C)cccc4n3)nc3[nH]ncc3c2=O)c1,0.82,0,-2,18,-6,4,11,·,1.1

# Continued.
SMILES,hIAP activ,APOBEC3G inh,beta cell repl,hIAP inh,mIAP block,A3A deaminase,NALP3 yeast inh,SENP1 FRET inh,mIAP activ
COc1ccc(OCC(O)Cn2c(N3CCCCC3)nc3c2c(=O)[nH]c(=O)n3C)cc1 (configuration not stated),0.88,-5,-3,12,0,-5,13,3,1
COc1cc(NC(=O)Nc2cccc(Cl)c2)c(C(=O)O)cc1OC,1,-4,-2,-3,-8,-5,-15,0,1.1
CC(NC(=O)c1ccccc1[N+](=O)[O-])C1CC2CCC1C2 (configuration not stated),1.1,-2,0,-12,-4,-4,32,2,1
CCN(C(=O)COC(=O)c1ccc(Br)o1)C1CCCCC1,1,-3,-3,0,7,-1,-7,-2,0.93
COc1ccc(-c2nc3cc(C)ccn3c2NC2CCCCC2)cc1SC1CCCCC1,0.81,-4,-6,19,9,-2,18,20&42,0.91
Cc1ccc(-c2c3c(=O)n(C)c(=O)n(C)c3cn2CCCN2CCOCC2)cc1,0.99,0,-2,1,-2,2,-7,-5,1
Cc1cc(C(=O)CSc2nncs2)c(C)n1-c1ccc2c(c1)OCO2,1.1,-7,-5,-10,4,-5,13,1,0.96
CCC1SC(C)C/C(=N/NC(N)=O)C1C (configuration not stated),0.89,-16,3,11,8,-6,6,2,0.92
O=C(O)c1c2c(nc3ccccc13)/C(=C/c1ccc(OC(F)F)cc1)CCC2,0.91,-1,0,9,-5,0,9,-13,1
N#C/C(=C/c1ccc(F)cc1)S(=O)(=O)c1ccccc1,0.94,1,-4,6,3,-3,4,-3,0.97
COc1cc2ccc(=O)oc2cc1O,1,-12,1,0,3,-4,-14,-19,0.97
Cc1nnc(SCC(=O)NC(C)(C)C)n1NCc1ccc(N(C)C)cc1,1.3,-9,-3,-26,2,-4,11,1,0.98
C/C(Cn1nnc([N+](=O)[O-])n1)=N\NC(=O)c1ccccc1,0.93,-3,-4,7,-2,-2,14,-4,1
CN(CCNC(=O)C1CCCN(c2ncnc3c2nc2n3CCCCC2)C1)Cc1ccccc1 (configuration not stated),1.2,-2,-5,-23,0,1,1,0,1
CC(=O)c1c(C)n(CCc2ccc(Cl)cc2)c2ccc(O)cc12,0.98,-5,-1,2,4,-2,11,3,0.96
CN(Cc1ccccc1)C(=O)CN(Cc1ccccc1)S(C)(=O)=O,0.82,-5,0,18,5,0,12,2,0.95
O=C(COC(=O)/C=C/c1ccccc1)Nc1nnc(-c2ccccc2)o1,1.1,-15,1,-10,6,-5,19,3,0.94
FC(F)(F)c1nc(SCc2ccccc2)n[nH]1,1,-7,-1,-3,-8,-4,-15,2,1.1
CCOc1ccc(CC(=O)NNC(=S)Nc2ccccc2)cc1Br,0.94,0,0,6,4,-1,23,0,0.96
COc1ccc(CN2C3CCCC2CC(NC(=O)Nc2cccc(C)c2)C3)cc1 (configuration not stated),0.95,0,-4,5,i,-1,15,3,12*
O=C(c1ccc(S(=O)(=O)c2ccc(Cl)cc2)cc1)N1CCOCC1,0.93,-7,2,7,2,-4,19,1,0.98
Cc1ccc(S(=O)(=O)c2c(CO)c(-c3ccccc3)nn2C)cc1,0.88,1,-3,12,-3,2,31,-2,1
Cc1cc(C(=O)COC(=O)Cc2n[nH]c(=O)c3ccccc23)c(C)n1-c1ccc2c(c1)OCCO2,0.91,-2,-6,9,9,5,9,-2,0.91
CN1CCc2c(sc(NC(=O)Cc3ccccc3)c2C#N)C1,1,-9,0,0,-1,-9,-9,-38,1
COc1ccc(/C=C2\SC(=S)N(C(C(=O)O)c3ccccc3)C2=O)c(OC)c1 (configuration not stated),0.95,5,-4,4,7,4,16,-54,0.93
COc1ccc(C(C)NC(=O)Cc2cccs2)cc1 (configuration not stated),0.84,2,-3,16,-10,-2,29,1,1.1
Cc1ccc(NC(=O)C(C)c2ccc(-c3ccccc3)c(F)c2)cc1 (configuration not stated),1,0,-6,-5,-41,10,12,1,1.4
O=S(=O)(c1ccc(Oc2ccc3oc4ccccc4c3c2)nc1)N1CCCC1,0.9,-3,2,10,-6,7,9,1,1.1

# Screening data as filed in PubChem BioAssay.
